Screening results (PubChem BioAssay)
GLP-1R inv ag: qHTS of GLP-1 Receptor Inverse Agonists (Inhibition Mode); Glucagon-like peptide 1 receptor (Homo sapiens), P43220; AID 624417, 2012; 410,000 compounds, 1.6% hits; Potency, µM (doses to about 38.3 µM), without a hit: at the highest dose activity change, negative = inhibition, usual class: inhibitors; HEK293 GLP-1R CRE-luciferase, luminescence, 24 h; GLP-1R form is constitutively active; further: potency means the concentration at half of the fitted maximal effect; on the % scale 0 is the no-effect control and ±100 the full control effect; nearly all actives have a fitted effect of over 55% in size
Target sequence (P43220 whole entry, looked up): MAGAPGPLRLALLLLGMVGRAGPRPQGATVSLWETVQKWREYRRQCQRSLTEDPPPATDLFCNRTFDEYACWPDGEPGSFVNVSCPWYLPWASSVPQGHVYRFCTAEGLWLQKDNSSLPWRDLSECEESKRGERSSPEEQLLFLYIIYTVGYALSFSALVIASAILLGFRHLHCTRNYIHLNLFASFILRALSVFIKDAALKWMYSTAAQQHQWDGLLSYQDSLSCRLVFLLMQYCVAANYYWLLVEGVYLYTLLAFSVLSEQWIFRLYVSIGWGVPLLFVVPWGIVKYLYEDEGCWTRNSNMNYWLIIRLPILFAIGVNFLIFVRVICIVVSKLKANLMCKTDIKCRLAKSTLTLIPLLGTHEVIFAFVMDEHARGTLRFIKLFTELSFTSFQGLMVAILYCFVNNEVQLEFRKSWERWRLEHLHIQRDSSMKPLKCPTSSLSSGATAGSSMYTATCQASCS
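GLP-1R inverse agonism mode: basal reporter luminescence in engineered HEK293 cells measured after one day of compound exposure at 37 deg C, with a 12 min room-temperature detection step.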
EPAC1 antagonist: qHTS for Antagonist of cAMP-regulated guanine nucleotide exchange factor 3 (EPAC1): primary screen; EPAC1 GEF assay, Rap1b-BODIPY-GDP exchange fluorescence; AID 720709, 2013; 360,000 compounds, 0.14% hits; Potency, µM (titrated, usually from 115 µM), for inactives: top-dose activity change, negative = inhibition, most hits filed as inhibitors;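 further: potency means the concentration at half of the fitted maximal effect; plate controls were vehicle for no effect and positive control for full effect; nearly all actives have a fitted effect of over 50% in size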
PI5P4Ka inh: qHTS for Inhibitors of phosphatidylinositol 5-phosphate 4-kinase (PI5P4K) | Phosphatidylinositol 5-phosphate 4-kinase type-2 alpha (Homo sapiens), P48426 | PI5P4Kalpha enzyme, ADP-Glo luminescence, 60 min; active compounds read low | max response, % | 330,000 compounds, 1.2% hits; active means max response of -50% or lower; inconclusive means between -30% and -50%; inactive means -30% or higher; further: value at the top dose of about 77 µM; on the % scale 0 is the no-effect control and ±100 the full control effect
Target sequence (P48426 whole entry, looked up): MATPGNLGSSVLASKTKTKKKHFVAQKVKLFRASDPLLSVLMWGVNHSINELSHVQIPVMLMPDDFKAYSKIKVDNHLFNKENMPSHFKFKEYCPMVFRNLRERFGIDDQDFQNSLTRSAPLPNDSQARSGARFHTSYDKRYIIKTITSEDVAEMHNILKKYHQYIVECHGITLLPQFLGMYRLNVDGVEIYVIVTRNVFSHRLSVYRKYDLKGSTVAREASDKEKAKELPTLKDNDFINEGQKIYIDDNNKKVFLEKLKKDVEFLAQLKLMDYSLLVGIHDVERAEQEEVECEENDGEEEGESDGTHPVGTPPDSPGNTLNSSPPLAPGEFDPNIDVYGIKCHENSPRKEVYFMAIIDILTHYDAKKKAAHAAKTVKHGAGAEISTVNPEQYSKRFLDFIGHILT
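ADP-Glo luminescence end-point read after a 60 min room-temperature kinase reaction of PI5P4Kalpha plus substrate, initiated with ATP at 5 microM final. Buffer: 0.038 M HEPES pH 7.4, EGTA, 0.1% CHAPS, 5% DMSO.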
IL2 activator: qHTS of IL-2 Activators | AID 652025, 2013 | IL-2 activation reporter assay, cell-based qHTS; stimulated with anti-CD3/CD4/CD28 beads; in transgenic mouse T cells | activation, % (series mostly up to about 46 µM) | 360,000 compounds, 0.065% hits; in the data active means activation above about 50%; inconclusive means mostly about 30% to 49%; further: 0% is about no effect
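Unstimulated transgenic mouse T cells, 750 per well, received compound and, after 60 minutes, anti-CD3/anti-CD4 bead plus anti-CD28 stimulation. EGFP and DsRed were quantified after 18 hours.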
GLP1R cytotox: qHTS of GLP-1 Receptor Inverse Agonists: Cytotox Screen. Potency, µM (top dose mostly 38.3 µM), for the others: at the highest dose activity change, negative = inhibition, most hits filed as inhibitors. 410,000 compounds, 0.13% hits. AID 624418, 2012. HEK293 cAMP-luciferase reporter cells, luminescence, 24 h;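 further: loss of luciferase light is scored as toxicity; potency means the concentration at half of the fitted maximal effect; on the % scale 0 is the no-effect control and ±100 the full control effect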
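To flag toxic compounds, the library was rerun on cells for 24 hr at 37 deg C and 5% CO2. Viability-linked luminescence was captured 12 min after adding luciferase detection reagent.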
GLP1R ag: qHTS of GLP-1 Receptor Agonists. Glucagon-like peptide 1 receptor (Homo sapiens), P43220. HEK293 GLP-1R CRE-luciferase, luminescence, 4-6 h; cells express a hypersensitive GLP-1R form. Potency, µM (series often up to 45.6 µM), inactives show at the highest dose activation, actives largely listed as activators. 380,000 compounds, 0.007% hits; further: potency means the concentration at half of the fitted maximal effect; % of control where 0% means no effect
EPAC1 ag: qHTS for Agonist of cAMP-regulated guanine nucleotide exchange factor 3 (EPAC1): primary screen. Rap guanine nucleotide exchange factor 3 (Homo sapiens), O95398. EPAC1 agonist qHTS, biochemical assay; response scale: 100% = response to 6.5 mM cAMP. Potency, µM (titrated, usually from 154 µM), inactives show at the top dose activation, most hits filed as activators. 360,000 compounds, 0.073% hits. AID 720707, 2013; further: potency means the concentration at half of the fitted maximal effect; nearly all actives have a fitted effect of over 60% in size
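Nucleotide exchange by EPAC1 (100 nM) on Rap1B–BODIPY-GDP (250 nM) in the presence of 50 uM GDP is tracked fluorescently at 480/540 nm over 30 min. Signals are normalized to a 6.5 mM cAMP control.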
PTHR1 agonist: qHTS for PTHR1 Agonists: Primary Screen. HEK293 GP2 PTHR1 cells, GloSensor cAMP luminescence, 1 h. 410,000 compounds, 0.075% hits. AID 743266, 2014. Potency, µM (highest dose often 115 µM), without a hit: at the highest dose activation, actives largely listed as activators; further: potency means the concentration at half of the fitted maximal effect; nearly all actives have a fitted effect of over 55% in size; some results filed as inactive show a strong effect at the top dose; inactives centre near -15; many of its hits are not listed in these tables
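HEK-293-derived GP2 cells expressing PTHR1 and a GloSensor cAMP reporter, 3,000/well, plated overnight, given luciferin plus IBMX (each 0.5 mM as added) for 1 h at 37 °C, then compound for 1 h at 37 °C. Luminescence was read after 15 min at room temperature.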
PLK1 PBD inh: qHTS for Inhibitors of PLK1-PDB (polo-like kinase 1 - polo-box domain): Primary Screen | Serine/threonine-protein kinase PLK1 (Homo sapiens), P53350 | Plk1 PBD binding of FITC phosphopeptide, fluorescence polarization | Potency, µM, for the others: max response, negative = inhibition, most hits filed as inhibitors | 360,000 compounds, 2.8% hits | AID 720504, 2013; further: potency means the concentration at half of the fitted maximal effect; series mostly up to about 57 µM; on the % scale 0 is the no-effect control and ±100 the full control effect; nearly all actives have a fitted effect of over 65% in size
* marks the source's active call; other numbers are inactive results; i = inactive; ? = inconclusive; . = no result given; [ ] = dose if it differs, or a comment. Unless noted, the call rests on the fitted dose curve; in most records, active means well fitted curve in the direction sought with a large enough effect; inconclusive means small, poorly fitted or top-dose-only effect, or another doubt; inactive means no such curve, though single readings can be large; an effect the other way counts as inactive or inconclusive. This is a subset; rates above refer to the full screens.

SMILES	GLP-1R inv ag	EPAC1 antagonist	PI5P4Ka inh	IL2 activator	GLP1R cytotox	GLP1R ag	EPAC1 ag	PTHR1 agonist	PLK1 PBD inh
CN(C)C(=O)c1cc(C(=O)c2c(F)cccc2F)c[nH]1	41%[activator]	14%	7	-0.3	17%	7%	8%	i	-1%
Cc1cc2ccccc2c(=O)n1CC(=O)Nc1ccc2c(c1)OCCO2	?	-9%	3	0.7	-22%	-3%	1%	-20%	-10%
COc1ccc(C(CNC(=O)c2ccc(-n3cnnn3)cc2)N2CCOCC2)cc1 (stereo not given)	1%	0%	-2	0.2	-6%	-5%	7%	i	1%
O=C(CCn1nc(-c2ccc(Cl)cc2)c2ccccc2c1=O)NCCN1CCOCC1	-8%	-9%	0	-0.4	18%	8%	8%	i	-11%
Cc1ccccc1-n1c(=O)/c(=C\c2ccco2)s/c1=C(/C#N)C(=O)Nc1ccccc1	7%	-7%	-22	-1.4	-3%	-10%	4%	-2%	-8%
CC(=O)c1cnc2cc(-c3ccc(C)cc3)nn2c1C	-2%	2%	.	-0.9	0%	-1%	10%	-5%[57.5 µM]	3%
O=C(COc1ccc2ccc(=O)oc2c1)N1CCN(c2ccccc2)CC1	5%[7.66 µM]	9%	-3	-0.2	-4%[7.66 µM]	0%	-6%	-12%	5%
Cc1nc2ccc(Br)cc2c2c1CC(CO)O2 (stereo not given)	3%	2%	2	-0.6	2%	8%	-7%	i	9%
CCOC(=O)CCN(Cc1cccs1)S(=O)(=O)c1ccc(Cl)cc1	?	7%	10	0.3	3%	0%	13%	-12%	1%
COc1cc(C(=O)Nc2nc(C)c(Cc3ccc4c(c3)OCO4)s2)cc(OC)c1OC	?	0%	-14	-0.5	-11%	6%	-5%	-12%	9.5µM*
O=[N+]([O-])c1cc(S(=O)(=O)N2CCCC2)ccc1NCCCN1CCOCC1	-12%	-12%	-3	-5.1	1%	5%	-5%	-19%	-12%
O=c1[nH]c(NCCO)nc2c1C1(CCCC1)Cc1ccccc1-2	-6%	-15%	.	0.4	-14%	-10%	3%	-19%	-7%
COc1ccc(CCNC(=O)C(CCC(N)=O)NS(=O)(=O)c2ccc(Cl)cc2)cc1OC (stereo not given)	14%	-23%	4	-1.0	-30%	8%	9%	-10%	-12%
COc1ccc(NC(=O)C2CC(=O)n3ncnc3N2)cc1 (stereo not given)	-3%	-7%	.	0.0	3%	-18%	-3%	-11%[57.5 µM]	-6%
O=C(NCCSc1ccccc1)c1cncc(Br)c1	1%	-3%	-1	0.3	1%	3%	-8%	-14%[57.5 µM]	-19%
CC1(C(=O)NS(=O)(=O)c2ccc(F)cc2F)CCN1C(=O)Cc1ccccc1 (stereo not given)	16%	4%	-5	0.4	2%	-5%	1%	-13%	-10%
CCOCCCN1CC(C(=O)NCCc2ccccc2)CC1=O (stereo not given)	-2%	0%	.	0.6	0%	-1%	7%	i	-3%
CCO[C@H]1OC(C(=O)N2CCN(Cc3ccccc3)CC2)=C[C@@H](C)[C@@H]1CCCO	2%	2%	-3	0.0	3%	-2%	-8%	-37%[inhibitor]	3%
Cc1ccc(S(=O)(=O)NCC(=O)NCC(=O)OC(C(=O)NC(N)=O)C(C)C)cc1C (stereo not given)	12%	10%	0	-1.5	0%	-2%	-1%	-14%	4%
COc1ccc(C(OCC(O)CNCCc2ccccc2)c2ccc(OC)cc2)cc1 (stereo not given)	?	-5%	-3	-5.0	?	7%	10%	i	-8%
Cc1cc(C)c2c(NC(N)=S)n[nH]c2n1	14%	-5%	1	-0.4	4%	1%	9%	i	-1%
COCCn1nnnc1CN1CCN2CCCC2C1 (stereo not given)	40%[activator]	16%	.	-1.1	-1%	-5%	-2%	-14%[57.5 µM]	-2%
Cc1ccc(OCC(=O)N/N=C2/SCC(=O)N2Cc2ccco2)cc1	29%	5%	-2	-1.5	-1%	6%	-5%	i	-3%
O=C(Nc1cc(Cl)ccc1-n1cncn1)c1cccc(S(=O)(=O)N2CCOCC2)c1	39%[activator]	-10%	-2	0.2	0%	16%	5%	i	-8%
Cc1c(Cl)cccc1NC(=O)CCN1C(=O)C2CC=CCC2C1=O (stereo not given)	1%	8%	-5	-1.7	-2%	-6%	-2%	-1%	4%
Cc1ccc(C(C(=O)NCc2ccco2)N(C(=O)CNC(=O)c2cccs2)c2ccc(C)cc2)cc1 (stereo not given)	0%	7%	.	1.6	-6%	-8%	5%	i	-14%
Cc1ccc(C(=O)OCc2cn3ccccc3n2)cc1	12%	-13%	-4	0.2	22%	35%	-2%	-35%[inhibitor][57.5 µM]	-2%
COCCn1c(SCC(=O)Nc2ccc(S(N)(=O)=O)cc2)nc2ccccc21	-30%	1%	-5	-0.4	-11%	1%	0%	i	-4%
CCOc1ccc(N(CC(=O)NCc2ccc(F)cc2)C(=O)CCC(=O)Nc2nccs2)cc1	?	-10%	-12	0.4	-3%	15%	-7%	i	-4%
CC(C)(C)c1ccc(S(=O)(=O)NCc2ccc(C(=O)N3CCCC3)cc2)cc1	19%	4%	.	-1.7	23%	11%	0%	i	-3%
Cc1ccc(NC(=O)C(C)OC(=O)c2cc(=O)[nH]c3ccccc23)cc1S(=O)(=O)N1CCOCC1 (stereo not given)	-14%	-11%	-61*	1.3	-11%	-3%	12%	-19%	-4%
Cc1cc(N)c2ccccc2n1	5%	7%	0	0.5	-13%	-5%	-1%	-3%	-12%
Cc1c(C(=O)O)oc2c1/C(=N\O)CC(C)(C)C2	3%	5%	-19	0.6	-5%	0%	3%	i	-6%
COc1ccccc1C(C)NC(=O)c1ccc(NC(=O)CC2SC(N3CCCC3)=NC2=O)cc1 (stereo not given)	12%	-11%	0	-0.2	6%	4%	-1%	-38%	3%
CCOC(=O)c1c(C)oc2cc(Br)c(OC)cc12	26%	-15%	.	-1.5	7%	-8%	0%	-12%	-1%
O=C(CSc1nnc2ccccn12)NNC(=O)c1cccc(Cl)c1	5%	2%	-3	1.0	-8%	-12%	10%	i	-1%
CCC(C)N(C(=O)CN1C(=O)NC2(CCc3ccccc32)C1=O)C1CCS(=O)(=O)C1 (stereo not given)	-7%	-2%	6	-3.6	-13%	-7%	9%	i	-12%
COC(=O)c1cc(NC(=O)c2c(F)c(F)c(F)c(F)c2F)cc(C(=O)OC)c1	31%[activator]	-4%	12	2.6	-6%	-10%	-2%	-13%	-1%
NC(=O)C1CCC(NC(=O)OCc2ccccc2)CC1 (stereo not given)	8%	7%	-7	1.3	-16%	-1%	-2%	-12%	-1%
CC(=O)C12C3C4C(C5C1C3C5(Br)C41OCCO1)C21OCCO1 (stereo not given)	23%	-14%	0	-0.3	16%	-2%	-2%	i	-8%

Part of the list above, bar-delimited:
SMILES | GLP-1R inv ag | EPAC1 antagonist | PI5P4Ka inh | IL2 activator | GLP1R cytotox | GLP1R ag | EPAC1 ag | PTHR1 agonist | PLK1 PBD inh
CCOc1ccc(N(CC(=O)NCc2ccc(F)cc2)C(=O)CCC(=O)Nc2nccs2)cc1 | ? | -10% | -12 | 0.4 | -3% | 15% | -7% | i | -4%
Cc1cc(C)c2c(NC(N)=S)n[nH]c2n1 | 14% | -5% | 1 | -0.4 | 4% | 1% | 9% | i | -1%
CC(=O)C12C3C4C(C5C1C3C5(Br)C41OCCO1)C21OCCO1 (stereo not given) | 23% | -14% | 0 | -0.3 | 16% | -2% | -2% | i | -8%

(listing goes on)
SMILES	GLP-1R inv ag	EPAC1 antagonist	PI5P4Ka inh	IL2 activator	GLP1R cytotox	GLP1R ag	EPAC1 ag	PTHR1 agonist	PLK1 PBD inh
Cc1noc(C)c1S(=O)(=O)N1CCN(Cc2ccc3c(c2)OCO3)CC1	-8%	-19%	2	-3.3	-3%	2%	5%	i	-7%
COc1ccc(-c2nc(C#N)c(N3CCC(C(N)=O)CC3)o2)cc1OC	-9%	-2%	-2	-1.6	2%	-3%	5%	12%	-8%
COc1ccc(CCNC(=O)C(=O)NCC2CCNCC2)cc1OC	9%	-11%	2	1.9	-1%	0%	-3%	-17%	-6%
c1ccc2c(c1)OC1OC2Oc2ccccc21	0%	-2%	2	-2.9	-7%	0%	8%	i	-2%
COc1cc2nc(NC(=O)c3ccc(S(=O)(=O)N4CCCC4)cc3)sc2cc1OC	4%	.	.	.	3%	0%	.	-37%	.
O=C(CCCCCl)Nc1c2c(nc3ccccc13)CCC2	5%	?	0	-0.1	3%	-1%	11%	i	-1%
Cc1cc(C)n2nc(SCC(=O)NC3(C#N)CCCCC3)nc2n1	4%	5%	0	0.6	0%	-2%	-1%	-21%	4%
Cc1ccc(CNC(=O)c2ccccc2CCc2ccccc2)cc1	?	2%	.	-0.7	-1%	7%	6%	-9%[57.5 µM]	-1%
CCOc1ccc(-n2c(-c3ccccc3)c(C)n3c4c(=O)n(C)c(=O)n(C)c4nc23)cc1	-9%	.	.	.	-7%	?	.	i	.
COc1ccccc1N(CC(=O)N(c1ccccc1)C(C)C)S(=O)(=O)c1cccs1	-24%	-10%	-6	1.1	-13%	5%	11%	-21%	-5%
CCCCNC(=O)C1CCC(CNc2c(N3CCC(C)CC3)c(=O)c2=O)CC1 (stereo not given)	26%	-7%	0	2.4	0%	5%	-4%	i	7%
COc1cccc(NC(=O)Cn2c(=O)n(CCC(=O)NCCc3ccc(Cl)cc3)c(=O)c3ccccc32)c1	7%	.	.	.	1%	2%	.	-22%	.
